KDM4C inh – KDM4C (human) demethylase inhibition; AID 720574; actives 0.15% (n = 96,000); inhibition, % at 12.5 µM; Q9H3R0; GST-KDM4C 2-372, H3K9me3 peptide, LANCE TR-FRET;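 active means mean replicate inhibition above about 25%, with at least 55% of replicates also reaching it, limit read from the data, passing the limit was not always enough; inconclusive means only one of those two conditions met; inactive means neither condition met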
Target sequence (Q9H3R0 2-372 limits assumed): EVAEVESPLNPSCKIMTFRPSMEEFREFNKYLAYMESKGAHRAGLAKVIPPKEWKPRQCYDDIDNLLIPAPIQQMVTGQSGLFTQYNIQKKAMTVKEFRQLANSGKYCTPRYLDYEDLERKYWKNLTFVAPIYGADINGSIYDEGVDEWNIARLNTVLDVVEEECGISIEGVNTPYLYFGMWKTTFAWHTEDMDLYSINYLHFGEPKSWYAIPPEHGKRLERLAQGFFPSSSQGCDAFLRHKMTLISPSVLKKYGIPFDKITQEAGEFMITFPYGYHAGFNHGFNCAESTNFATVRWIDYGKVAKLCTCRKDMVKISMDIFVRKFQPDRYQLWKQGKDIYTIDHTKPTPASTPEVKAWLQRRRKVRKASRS
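reagent = H3K9me3 peptide substrate, Fe(II), 2-oxoglutarate | system = GST-tagged GASC-1 (JMJD2C) catalytic fragment, aa 2-372 | amount = enzyme final amount 10 nM | read-out = Fall in 671/618 emission ratio as inhibition | medium = HEPES buffer, pH 7.5, plus ascorbate | schedule = 30 min reaction, 60 min detection, RT | measured by = LANCE TR-FRET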
Pf Dd2 growth – P. falciparum Dd2 growth inhibition | activity change, % at 10 µM | actives 2.3% (n = 94,000) | SYBR Green, 72 h; hits give low values; in the data active means activity change below about -80%; inconclusive means no clear call, values can overlap the other calls
Tcruzi prolif – T. cruzi proliferation inhibition. T. cruzi beta-gal in NIH3T3, GalScreen luminescence, 90 h. inhibition, % at 8.34 µM. actives 5.9% (n = 77,000);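 active means mean inhibition above about 93%, with at least 55% of replicates each passing it, limit read from the data, passing the limit was not always enough; inconclusive means only one of those two conditions holds; inactive means neither condition holds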
C diff HTS – blocks growth of Clostridium difficile; growth activity, negative = inhibition, % at 16 µg/mL (by protocol); actives 0.25% (n = 86,000); Clostridium difficile clinical isolate growth, OD600, 24 h; hits give low values; AID 1259249;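 active means mean growth activity at or below -80% and every replicate also at or below -80%; inconclusive means mean at or below -80% but some replicate above -80%; inactive means mean growth activity above -80%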;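 further: 0% = DMSO wells and -100% = levofloxacin 16 µg/mL wells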
Numbers without * were called inactive; ? = inconclusive; · = no result given; & = joins results of further samples.

Sample of the layout, 4 compounds:
Below each SMILES – KDM4C inh	Pf Dd2 growth	Tcruzi prolif	C diff HTS
COCC(=O)Nc1ccc2c(c1)C(=O)N(C)C[C@@H](OC)[C@H](C)CN(C(=O)CN1CCOCC1)[C@H](C)CO2
→ 0.0	·	21.3	·
CNC[C@@H]1Oc2ccc(NC(=O)Nc3ccc(OC)cc3)cc2CC(=O)N([C@@H](C)CO)C[C@@H]1C
→ -0.7	-5.6	-26.3	0.4
COCC(=O)N(C)C[C@@H]1[C@H](c2ccc(-c3cccnc3)cc2)[C@@H](CO)N1C(C)=O
→ -0.6	4.6	99.9*	-0.2
COc1ccc(-c2ccc3c(c2)O[C@@H](CN(C)CC2CC2)[C@@H](C)CN([C@@H](C)CO)S3(=O)=O)cc1
→ -1.3	-72.3	57.9	0.0

This part in full, repeating the preview:
Below each SMILES – KDM4C inh	Pf Dd2 growth	Tcruzi prolif	C diff HTS
COCC(=O)Nc1ccc2c(c1)C(=O)N(C)C[C@@H](OC)[C@H](C)CN(C(=O)CN1CCOCC1)[C@H](C)CO2
→ 0.0	·	21.3	·
CNC[C@@H]1Oc2ccc(NC(=O)Nc3ccc(OC)cc3)cc2CC(=O)N([C@@H](C)CO)C[C@@H]1C
→ -0.7	-5.6	-26.3	0.4
COCC(=O)N(C)C[C@@H]1[C@H](c2ccc(-c3cccnc3)cc2)[C@@H](CO)N1C(C)=O
→ -0.6	4.6	99.9*	-0.2
COc1ccc(-c2ccc3c(c2)O[C@@H](CN(C)CC2CC2)[C@@H](C)CN([C@@H](C)CO)S3(=O)=O)cc1
→ -1.3	-72.3	57.9	0.0
O=C(NCC[C@@H]1CC[C@@H](NS(=O)(=O)c2ccccc2)[C@@H](CO)O1)c1ccccc1F
→ -0.5	-7.6	11.4	1.1
CN(C)C(=O)c1cccc(-c2ccc([C@@H]3[C@@H](C#N)N(C(=O)C4CCC4)[C@H]3CO)cc2)c1
→ 1.9	14.1	72.9	-2.7
C[C@H]1CN([C@@H](C)CO)C(=O)c2cc(C#CC3(O)CCCC3)cnc2O[C@@H]1CN(C)C
→ -2.2	-1.5	35.6	-6.9
C[C@H]1CN([C@@H](C)CO)C(=O)Cc2cc(NC(=O)Nc3ccc4c(c3)OCO4)ccc2O[C@@H]1CN(C)C(=O)Nc1ccc2c(c1)OCO2
→ -0.7	-0.6	-3.2	-6.5
C[C@@H]1CN([C@@H](C)CO)C(=O)c2cc(Br)cnc2O[C@H]1CN(C)Cc1ccccc1
→ 1.8	2.6	33.0	9.0
O=C(c1cnccn1)N1CC[C@@H]2[C@H]1c1cc(-c3ccccc3F)ccc1N[C@@H]2CO
→ -0.5	-21.7	100.0*	-6.9

Remaining list, next part:
Below each SMILES – KDM4C inh	Pf Dd2 growth	Tcruzi prolif	C diff HTS
C[C@@H]1CCCCO[C@@H](CN(C)S(=O)(=O)c2ccc(F)cc2)[C@@H](C)CN([C@H](C)CO)C(=O)c2cc(NC(=O)Nc3ccc4c(c3)OCO4)ccc2O1
→ -2.1	-74.7	35.3	9.1
N#C[C@@H]1[C@@H](c2ccccc2)[C@@H](CO)N1C(=O)Cc1ccccn1
→ -0.8	12.5	-44.5	-8.0
O=C(O)C[C@H]1C=C[C@@H](NC(=O)c2ccncc2)[C@H](CO)O1
→ -0.6	11.2	-21.5	·
C[C@@H]1CN([C@H](C)CO)C(=O)c2cccc(NS(=O)(=O)c3cccs3)c2O[C@@H]1CN(C)S(=O)(=O)c1cccs1
→ -2.1	-3.4	40.5	-7.5
C[C@@H]1CN([C@@H](C)CO)S(=O)(=O)c2ccc(C#Cc3cccnc3)cc2O[C@H]1CN(C)C
→ -1.9	-28.9	-0.7	-5.0
CN(C)C(=O)C[C@H]1C=C[C@@H](NC(=O)Nc2cccc(F)c2)[C@H](CO)O1
→ -0.8	-3.9	12.1	-0.4
C[C@@H]1CCCCO[C@H](CN(C)C(=O)CCCN(C)C)[C@H](C)CN([C@@H](C)CO)C(=O)c2cc(NC(=O)C3CCCCC3)ccc2O1
→ 5.5	39.1	6.2	1.3
C[C@H]1CCCCO[C@H](CN(C)Cc2ccc3c(c2)OCO3)[C@@H](C)CN([C@@H](C)CO)C(=O)c2cc(NC(=O)Nc3ccc(C(F)(F)F)cc3)ccc2O1
→ 0.7	-29.4	?	-66.9
C[C@H](CO)N1C[C@H](C)[C@@H](CN(C)Cc2ccc(Cl)c(Cl)c2)Oc2ccc(N(C)C)cc2C1=O
→ ·	-3.6	81.4	1.5
CO[C@H]1CN(C)C(=O)c2ccc(NC(C)=O)cc2OC[C@H](C)N(CC2CC2)C[C@@H]1C
→ 1.2	15.6	5.2	-1.2

Other structures:
Below each SMILES – KDM4C inh	Pf Dd2 growth	Tcruzi prolif	C diff HTS
C[C@H]1CN([C@@H](C)CO)C(=O)c2cc(-c3ccc(F)cc3)cnc2O[C@@H]1CN(C)CC1CCOCC1
→ 0.1	17.2	24.7	1.0
O=C(c1ccc(F)cc1)N1CCCCN2[C@H](CO)[C@@H](c3ccc(C#CC4(O)CCCC4)cc3)[C@H]2C1
→ -1.4	0.4	100.1*	-4.9
C[C@@H]1CN([C@H](C)CO)C(=O)c2cccc(NS(=O)(=O)c3cn(C)cn3)c2O[C@H]1CN(C)Cc1ccncc1
→ 0.3	14.8	·	-1.2
COc1ccc(NC(=O)N(C)C[C@@H]2Oc3ncc(C#C[C@H](C)O)cc3C(=O)N([C@H](C)CO)C[C@H]2C)cc1
→ 0.6	3.5	65.9	3.3
C[C@@H]1CN([C@H](C)CO)C(=O)c2cc(NC(=O)C3CCCCC3)ccc2O[C@H]1CN(C)S(=O)(=O)c1ccc(F)cc1
→ -0.7	39.6	47.4	-6.5
C[C@@H]1CCCCO[C@H](CN(C)C(=O)c2ccccc2)[C@H](C)CN([C@@H](C)CO)C(=O)c2cc(NC(=O)Nc3ccc4c(c3)OCO4)ccc2O1
→ -0.5	-45.7	37.2	14.1
CN1C(=O)c2cc(NC(=O)C3CCCC3)ccc2OC[C@@H]2O[C@H](CC(=O)Nc3ccccc3)CC[C@H]21
→ -1.9	-23.6	73.9	0.4
COCC(=O)N[C@H]1C=C[C@H](CC(=O)NCc2ccc(Cl)cc2)O[C@H]1CO
→ -1.1	0.6	-25.0	·
C[C@@H]1CN([C@H](C)CO)C(=O)c2cc(NC(=O)Cc3cn(C)c4ccccc34)ccc2O[C@H]1CN(C)S(=O)(=O)c1ccccc1
→ -0.4	-29.1	15.5	5.8
C[C@H](O)C#Cc1cnc2c(c1)C(=O)N([C@H](C)CO)C[C@H](C)[C@H](CN(C)C(=O)CC1CC1)O2
→ 0.6	·	13.0	3.7

Retrieved one by one from the entries so far (four):
Below each SMILES – KDM4C inh	Pf Dd2 growth	Tcruzi prolif	C diff HTS
C[C@@H]1CN([C@H](C)CO)C(=O)c2cc(NC(=O)Cc3cn(C)c4ccccc34)ccc2O[C@H]1CN(C)S(=O)(=O)c1ccccc1
→ -0.4	-29.1	15.5	5.8
C[C@@H]1CN([C@H](C)CO)C(=O)c2cccc(NS(=O)(=O)c3cn(C)cn3)c2O[C@H]1CN(C)Cc1ccncc1
→ 0.3	14.8	·	-1.2
O=C(c1ccc(F)cc1)N1CCCCN2[C@H](CO)[C@@H](c3ccc(C#CC4(O)CCCC4)cc3)[C@H]2C1
→ -1.4	0.4	100.1*	-4.9
C[C@H]1CN([C@@H](C)CO)C(=O)c2cc(-c3ccc(F)cc3)cnc2O[C@@H]1CN(C)CC1CCOCC1
→ 0.1	17.2	24.7	1.0

The results go on:
Below each SMILES – KDM4C inh	Pf Dd2 growth	Tcruzi prolif	C diff HTS
CCC(=O)N1[C@@H]2Cn3c(cccc3=O)[C@H]1[C@@H](C(=O)NCc1ccccc1)[C@@H]2CO
→ -1.2	-8.9	17.0	·
CCCC#Cc1ccc([C@H]2[C@@H](CO)N3CCCCN(S(=O)(=O)Cc4ccccc4)C[C@@H]23)cc1
→ -0.3	-23.2	82.5	17.3
Cc1ccccc1NC(=O)Nc1ccc2c(c1)C(=O)N(C)[C@H]1CC[C@H](CC(=O)O)O[C@H]1CO2
→ -0.3	13.6	-3.7	-0.1
CCC(=O)Nc1ccc2c(c1)C(=O)N(C)[C@H]1CC[C@H](CC(=O)NCCN3CCCCC3)O[C@@H]1CO2
→ -0.6	5.2	6.1	-2.2
C[C@@H]1CN([C@@H](C)CO)C(=O)c2cccc(NS(=O)(=O)c3ccc(Cl)cc3)c2O[C@H]1CN(C)C(=O)Nc1cccc2ccccc12
→ 0.3	-16.9	-40.0	4.6
CCS(=O)(=O)Nc1ccc2c(c1)C(=O)N(C)C[C@@H](OC)[C@H](C)CN(Cc1nccs1)[C@@H](C)CO2
→ 0.3	14.0	-8.4	-6.4
CCCN1C[C@H](C)[C@H](OC)CN(C)C(=O)c2cc(NC(=O)C3CCC3)ccc2OC[C@@H]1C
→ -2.0	-7.5	-2.6	0.8
CC(=O)N(C[C@H]1N[C@H](CO)[C@H]1c1ccc(-c2ccccc2)cc1)C(C)C
→ -1.8	4.9	-9.1	3.0
CCCNC(=O)[C@@H]1[C@@H](CO)[C@@H]2Cn3c(ccc(-c4ccncc4)c3=O)[C@H]1N2CC1CC1
→ 0.4	12.0	19.4	-3.9
O=C(C[C@H]1C[C@H]2c3cc(NC(=O)Nc4ccc(C(F)(F)F)cc4)ccc3O[C@H]2[C@@H](CO)O1)NC1CCCCC1
→ 0.7	-3.0	·	0.7

The results go on:
Below each SMILES – KDM4C inh	Pf Dd2 growth	Tcruzi prolif	C diff HTS
CC(C)NC(=O)N(C)C[C@@H]1Oc2ncc(C#Cc3ccccc3F)cc2C(=O)N([C@@H](C)CO)C[C@@H]1C
→ -0.7	-57.9	83.1	-6.1
COC(=O)C[C@@H]1C[C@H]2c3cc(N(C)C)ccc3O[C@H]2[C@@H](CO)O1
→ ·	-5.9	49.9	0.9
CCCC#Cc1ccc([C@@H]2[C@@H](CO)N3C(=O)CN(C(=O)c4ccc(F)cc4)C[C@H]23)cc1
→ 0.1	-5.1	·	-4.6
CN(C)CC(=O)Nc1ccc2c(c1)[C@@H]1C[C@H](CC(=O)N3CCOCC3)O[C@@H](CO)[C@@H]1O2
→ -1.5	?	-18.8	-2.0
C[C@H]1CN([C@@H](C)CO)C(=O)c2cc(NC(=O)Nc3ccccc3)ccc2O[C@H]1CN(C)Cc1ccc(-c2ccccc2)cc1
→ 1.2	11.0	76.9	2.2
C[C@@H]1CN([C@@H](C)CO)C(=O)c2cccc(NC(=O)Nc3ccc(F)cc3)c2O[C@H]1CN(C)Cc1ccc(Cl)c(Cl)c1
→ -5.3	-30.6	70.8	·
C[C@H](CO)N1C[C@H](C)[C@H](CN(C)Cc2ccc(Cl)c(Cl)c2)Oc2ccc(NS(=O)(=O)c3cn(C)cn3)cc2CC1=O
→ 9.6	-13.3	50.3	1.9
C[C@@H]1CN([C@@H](C)CO)C(=O)Cc2cc(NS(=O)(=O)c3ccc(Cl)cc3)ccc2O[C@@H]1CN(C)Cc1ccncc1
→ 0.7	-7.3	67.7	3.3
CCCNC(=O)C[C@H]1C[C@H]2c3cc(NS(C)(=O)=O)ccc3O[C@H]2[C@@H](CO)O1
→ -1.3	15.9	-55.5	-1.2
CO[C@@H]1CN(C)C(=O)c2cc(NC(=O)C3CC3)ccc2OC[C@@H](C)N(Cc2ccncc2)C[C@H]1C
→ 2.7	·	13.3	·

(list continues)
Below each SMILES – KDM4C inh	Pf Dd2 growth	Tcruzi prolif	C diff HTS
COc1ccc(S(=O)(=O)N(C)C[C@H]2Oc3cc(C#CC4CC4)ccc3S(=O)(=O)N([C@@H](C)CO)C[C@@H]2C)cc1
→ 0.6	-73.4	102.4*	0.7
COCCNC(=O)C[C@@H]1CC[C@@H]2[C@@H](COc3ccc(NC(=O)c4cc(C)on4)cc3C(=O)N2C)O1
→ -1.9	5.0	-16.9	-5.9
COc1ccc(S(=O)(=O)N(C)C[C@H]2OCCCC[C@H](C)Oc3ccc(N(C)C)cc3C(=O)N([C@H](C)CO)C[C@H]2C)cc1
→ -0.5	9.5	12.4	-0.9
C[C@@H]1CN([C@@H](C)CO)C(=O)CCCn2cc(nn2)CO[C@H]1CN(C)C(=O)C1CC1
→ -0.3	8.0&2.4	?	0.7&-2.7
CCC(=O)N1CCCCN2[C@H](CO)[C@@H](c3ccc(C#Cc4cccnc4)cc3)[C@H]2C1
→ 0.4	11.1	23.4	-5.3

Assay outcomes from PubChem BioAssay.
